H37Rv inhibition – M. tuberculosis growth inhibition, HTS (AID 449762). M. tuberculosis H37Rv growth inhibition, 7H9 media; higher % means a stronger effect. one-dose inhibition, % at 25 µM; IC50 in µM for titrated hits. hit rate 0.59% among 330,000; in the data active means a potency from the dose series; inconclusive means inhibition above about 70% without an active follow-up result;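 further: bacterial growth assessed after seven days of incubation; strong numbers were not always called active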
influenza NS1A – H1N1 influenza NS1A inhibitors, functional cell based assay (AID 504329) | NS1A functional cell-based assay, percent inhibition; higher % means a stronger effect | hit rate 0.3% among 340,000 | one-dose inhibition, % at 12.5 µM; IC50 in µM for titrated hits; in the data active means a potency from the dose series; inconclusive means inhibition above about 27% without an active follow-up result; further: strong numbers were not always called active
tuberculosis growth – growth inhibition of non-replicating M. tuberculosis (AID 488890) | inhibition, % at 25 µM; hits with a dose series show IC50 in µM | hit rate 0.39% among 320,000 | Mycobacterium tuberculosis non-replicating, growth inhibition; higher % means a stronger effect; in the data active means a potency from the dose series; inconclusive means inhibition mostly from about 82% at the one dose, without a potency; inactive means the rest, 99 in 100 with inhibition below about 76%;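 further: plate controls were DMSO cells for no effect and high antibiotic wells for full effect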
VEEV TC-83 Vero – inhibitors of VEEV TC-83 cytopathic effect, confirmation, Vero cells (AID 588727); Vero cells, VEEV TC-83 cytopathic effect inhibition; higher % means a stronger effect; one-dose inhibition, % at 20 µM; IC50 in µM for titrated hits; hit rate 0.13% among 350,000; in the data active means a potency from the dose series; inconclusive means inhibition mostly from about 14% at the one dose, without a potency; inactive means the rest, 99 in 100 with inhibition below about 12%; further: strong numbers were not always called active
PhoP GFP inhibition – PhoP regulon inhibitors, Salmonella typhi PhoP promoter GFP reporter, confirmatory (AID 1850) | Salmonella Typhi PhoP-promoter GFP reporter, fluorescence, 4 h; higher % means a stronger effect | hit rate 0.33% among 310,000 | inhibition, % at 50 µM; hits with a dose series show IC50 in µM; in the data active means a potency from the dose series; inconclusive means inhibition mostly from about 25% at the one dose, without a potency; inactive means the rest, 99 in 100 with inhibition below about 19%;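 further: 0% = induced wells with vehicle and 100% = uninduced wells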
VEEV TC-83 Vero 10K pilot screen – further read-out of VEEV TC-83 Vero, marked with its call; inhibition, %; measured here: 10K pilot screen inhibition
Starred values were filed as active, the others as inactive; i = inactive; ? = inconclusive; · = not tested or not shown; & = joins results of further samples. An unsorted share of the library. Share with any hit: about 1.4%.

SMILES	H37Rv inhibition	influenza NS1A	tuberculosis growth	VEEV TC-83 Vero	PhoP GFP inhibition	others
O=C(O)CCCC(=O)Nc1ccc(C(=O)N2CCCCC2)c(Cl)c1	0%	0%	-14%	0.1%	-5%
O=C(Cn1c(=O)oc2cc(S(=O)(=O)N3CCCCCC3)ccc21)NC1CCCCC1	-9%	4%	-10%	0.9%	2%
O=C(NCC(=O)N1CCN(S(=O)(=O)c2ccccc2)CC1)c1ccc(Br)o1	-7%	-9%	-15%	1.8%	6%
O=C(NC1CCN(S(=O)(=O)c2ccccc2)CC1)C1CCCCC1	-3%	-4%	-8%	1.0%	-2%
COc1cc(NC(=S)N2CCC(C(N)=O)CC2)cc(OC)c1	10%	-11%	-13%	1.7%	-5%
Cc1ccc2cc(C)c(SCC(=O)Nc3ccc(S(=O)(=O)N4CCCC4)cc3)nc2c1	-1%	4%	33%	1.3%	23%
C#CC1(NC(=O)NC(=O)c2c(F)cccc2F)CCCCC1	-3%	1%	8%	i	19%
CCc1nnc(NC(=O)CN2CCN(c3ccccc3OC)CC2)s1	-7%	-2%	8%	1.3%	-7%
CCN(Cc1ccc(NC(C)=O)cc1)CC1CCCN(CCc2cccc(F)c2)C1 (configuration not stated)	4%	-1%	-13%	0.8%	0%
CCCCNC(=O)NS(=O)(=O)c1ccc(NC(=O)CCC(=O)c2cccs2)cc1	11%	-3%	16%	1.0%	-2%
COc1cccc(CN(C)CC(=O)NCc2ccccc2Cl)c1	7%	-5%	37%	i	-4%
NC(=O)c1ccccc1NC(=O)COC(=O)CSCc1cccc(Cl)c1	5%	1%	23%	7.1%	·
COC(=O)CN(c1cc([N+](=O)[O-])ccc1OC)S(C)(=O)=O	-3%	-5%	0%	1.1%	-13%
C/C(=N\NC(=O)c1ccncc1)c1cccnc1	?	-9%	64%	2.0%	-3%
CSc1ccc(/C=C(\NC(=O)c2ccccc2)C(=O)NN)cc1	2%	-12%	-4%	0.3%	0%
CN1CCOCCOc2ccccc2OCCOCC1	-4%	6%	0%	0.6%	-1%
O=C(CSc1ccc([N+](=O)[O-])cc1)Nc1ccccc1N1CCOCC1	3%	-1%	39%	6.9%	·
CCn1c(SCc2cccc(F)c2)nc2c(c1=O)SCC2	11%	3%	14%	0.6%	-10%
CCSC1=NCCN1C(=O)c1ccc(S(=O)(=O)N(CC)CC)cc1	0%	5%	6%	2.0%	-4%
O=C(CSc1ccccc1)N1CCc2ccccc21	3%	-3%	22%	7.6%	-5%
CCCC(=O)Oc1ccc(C2NC(=O)c3ccccc3O2)cc1OC (configuration not stated)	3%	0%	-2%	0.3%	-1%
CC(=O)Nc1ccn(Cc2c(F)cccc2Cl)n1	-10%	3%	7%	1.7%	-16%
Cc1ccc([N+](=O)[O-])cc1N/C=C1\CCc2ccccc2C1=O	10%	5%	-10%	0.9%	4%
CCN(CC(=O)Nc1c(F)cccc1F)C(=O)CNC(=O)c1cccs1	-2%	-11%	1%	1.1%	-3%
O=C(Cn1cc(C(=O)c2ccco2)c2ccccc21)NC1CC1	-9%	-12%	-3%	1.6%	5%
Next section
SMILES	H37Rv inhibition	influenza NS1A	tuberculosis growth	VEEV TC-83 Vero	PhoP GFP inhibition	others
O=C(O)c1cc(-c2ccncc2)nc2ccc(S(=O)(=O)N3CCOCC3)cc12	4%	-23%	4%	1.5%	-12%
C=CCn1sc(=N)c(C#N)c1N	-10%	9%	-10%	1.0%	4%
CC(C)(C)c1ccc(C(=O)N2CCC(NC(=O)c3ccccc3)CC2)cc1	5%	-4%	12%	1.2%	5%
Cc1ccc(NC(=O)COC(=O)c2ccc3c(=O)n4c(nc3c2)CCC4)c(Br)c1	5%	-10%	39%	0.8%	·
CC(C)Oc1ccc(C(=O)OCC(=O)c2ccc[nH]2)cc1	57%	-9%	?	3.9%	·
O=C(NN=C1C2CC3CC(C2)CC1C3)c1ccncc1	?	2%	62%	1.5%	10%
CCCCOC(=O)c1c(C)oc2ccc(NS(=O)(=O)c3ccc4c5c(cccc35)C(=O)N4)cc12	79µM*	29%	70%	i	-5%
Cc1sc2ncnc(Sc3nnnn3-c3ccccc3)c2c1C	68%	6%	9%	?	1%
Cc1[nH]c2c(C)cccc2c(=O)c1CN1CCCCCC1	3%	5%	28%	i	-1%
O=C(CN1C(=O)CCC1=O)Nc1nc2c(F)cc(F)cc2s1	1%	1%	-4%	2.0%	7%
O=C(CCc1cccc(Cl)c1)NC1CCCN(Cc2ccccc2F)C1 (configuration not stated)	5%	2%	14%	i	-5%
Cc1ccc(C2NCCS2)cc1 (configuration not stated)	-9%	-5%	-6%	0.7%	-9%
Cc1ccccc1Cn1ccc(NC(=O)c2cnn3c2NC(c2ccccc2)CC3C(F)(F)F)n1 (configuration not stated)	0%	0%	17%	2.5%	-6%
C=CCc1c(C)nc(C)nc1N/N=C/c1ccccc1	-2%	-4%	-5%	1.4%	1%
COc1ccc(-c2csc(Nc3ncccc3C)n2)cc1OC	46%	-13%	-5%	9.9%	-15%
O=C(CNC(c1ccccc1)c1ccccc1)Nc1ccccc1-c1ccccc1	9%	7%	27%	5.4%	-7%
CCOC(=O)CC1C(=O)NCCN1C(=S)Nc1ccccc1 (configuration not stated)	3%	-3%	-4%	1.0%	5%
CCOC(=O)C1=C(C)NC(=O)NC1c1ccc(F)cc1 (configuration not stated)	-3%	-10%	-17%	i	-8%
CC(=O)c1ccc(NC(=O)c2ccc(S(=O)(=O)N3CCCC3)cc2)cc1	-1%	-3%	3%	1.3%	10%
NNC(=O)c1sccc1OCc1ccc(Cl)cc1Cl	40%	2%	9%	i	2%
COC(=O)c1nc(-c2ccccc2)oc1N1CCOCC1	-9%	-6%	-3%	3.3%	4%
CCOC(=O)c1c(S(=O)(=O)Nc2ccc(CN3CCC(C)CC3)cc2)c(C)n(C)c1C	3%	2%	28%	0.2%	-1%
Cn1cc([N+](=O)[O-])c(C(=O)Nc2sc3c(c2C#N)CCC3)n1	0%	-1%	57%	1.7%	-8%
CC1CCCCC1NC(=O)Cn1cnc2ccccc2c1=O (configuration not stated)	-8%	-4%	-2%	0.0%	-14%
CC1(OC(=O)c2cccs2)C(=O)C=C2C=C3CCCN3C=C2C1=O (configuration not stated)	0%	4%	-2%	0.7%	7%
Remaining list, next part
SMILES	H37Rv inhibition	influenza NS1A	tuberculosis growth	VEEV TC-83 Vero	PhoP GFP inhibition	others
O=C(N/N=C/C(Br)=C/c1ccccc1)c1cccnc1	?	-2%	56%	3.4%	0%
COc1ccc(CCN(C(=O)COc2ccccc2)c2nc(-c3ccccc3)cs2)cc1OC	25%	-6%	5%	3.0%	2%
N#Cc1ccccc1NC(=O)CN1CCN(Cc2ccccc2)CC1	-1%	11%	0%	i	-8%
CC1=C(C(=O)NCc2ccc(Cl)cc2)C2(CCC(C)CC2)OC1=O (configuration not stated)	9%	10%	26%	i	7%
COc1cc(OC)c(OC)cc1/C=N/Nc1nc2ccccc2[nH]1	4%	9%	1%	0.2%	-5%
COc1ccc([N+](=O)[O-])cc1NC(=O)Cc1ccccc1Cl	-8%	-7%	0%	0.6%	-12%
O=C(COc1ccc([N+](=O)[O-])cc1Cl)N1CCOCC1	2%	23%	-16%	i	-9%
COC(=O)Nc1nn(-c2ccc(OC)cc2)c(=O)c(C#N)c1C	1%	-4%	-2%	0.9%	4%
O=C(CSc1ccccc1)NC1CCCCCC1	0%	-10%	64%	3.2%	-1%
CCC(=O)NC(Nc1ncc(C)s1)(C(=O)OC)C(F)(F)F (configuration not stated)	4%	6%	-24%	4.1%	11%
c1ccc(COCCC2CO2)cc1 (configuration not stated)	4%	·	2%	·	-5%
CN(c1cccc(NC(=O)c2ccc(Cl)c(S(=O)(=O)Nc3ccccc3)c2)c1)S(C)(=O)=O	·	5%	·	i	6%
COc1ccccc1C(=O)NCCC(=O)NCc1ccncc1	-13%	-10%	1%	2.5%	·
CCOC(=O)COc1c(Br)cc(C2NC(=O)NC(C)=C2C(C)=O)cc1OC (configuration not stated)	-5%	6%	3%	4.0%	4%
Cc1nnc(SCC2=C(C(=O)O)N3C(=O)[C@@H](NC(=O)Cn4cnnn4)[C@H]3SC2)s1	-2%&-9%	5%&-8%	0%&-21%	0.6%&0.3%	2%&-1%
CC(C)OC(=O)C(C(=O)C(F)(F)F)c1cc(NS(=O)(=O)c2ccc3ccccc3c2)c2ccccc2c1O (configuration not stated)	-8%	?	27%	7.8%	-3%
Cc1ccc(CC2C(=O)N(c3ccc(F)cc3)C(=O)C2C)cc1 (configuration not stated)	1%	-7%	37%	0.8%	0%
OC12CCCCC1C(c1ccccc1)NCC2 (configuration not stated)	-2%	-2%	-5%	0.1%	-10%
O=C(C1CCN(c2nnc(N3CCCC3=O)s2)CC1)N1CCN(c2cccc(C(F)(F)F)c2)CC1	14%	10%	20%	0.1%	1%
N#C/C(=C\c1cccn1-c1ccccc1)C(=O)NC1CCCCC1	-1%	13%	69%	9.2%	-2%
COCCN1C(=O)/C(=C/c2c(OC)cc(OC)cc2OC)C(=O)N(c2ccccc2)C1=O	-5%	12%	·	1.1%	9%
O=C(c1noc2c1CCCC2)N1CCc2c([nH]c3ccccc23)C1c1ccccn1 (configuration not stated)	3%	12%	3%	0.4%	1%	VEEV TC-83 Vero 10K pilot screen=6.1
Cc1cnc(C(=O)OC(C)C(=O)Nc2ccc3c(c2)OCCO3)cn1 (configuration not stated)	4%	9%	12%	3.4%	-3%
CCN(CC)C1CCN(C(=O)c2cc(COc3ccccc3SC)on2)C1 (configuration not stated)	3%	6%	-9%	1.2%	7%
COc1ccc(/C=C(/C#N)C(=O)NC2CCCCC2)cc1Br	2%	7%	9%	6.4%	-5%

In the list so far, three contain a COOH group:
SMILES	H37Rv inhibition	influenza NS1A	tuberculosis growth	VEEV TC-83 Vero	PhoP GFP inhibition	others
O=C(O)CCCC(=O)Nc1ccc(C(=O)N2CCCCC2)c(Cl)c1	0%	0%	-14%	0.1%	-5%
O=C(O)c1cc(-c2ccncc2)nc2ccc(S(=O)(=O)N3CCOCC3)cc12	4%	-23%	4%	1.5%	-12%
Cc1nnc(SCC2=C(C(=O)O)N3C(=O)[C@@H](NC(=O)Cn4cnnn4)[C@H]3SC2)s1	-2%&-9%	5%&-8%	0%&-21%	0.6%&0.3%	2%&-1%

Continuation:
SMILES	H37Rv inhibition	influenza NS1A	tuberculosis growth	VEEV TC-83 Vero	PhoP GFP inhibition	others
CCN(C(=O)c1ccc(C)c(Br)c1)c1ccccc1	1%	3%	39%	i	12%	VEEV TC-83 Vero 10K pilot screen=0.5
CC1CCN(C(=O)Cn2c(=O)oc3ccccc32)CC1	-3%	-1%	11%	i	7%
O=C1c2ccccc2NC2(CCCCC2)N1N=C1CCCCC1	-1%	6%	-3%	1.7%	-4%
CC/C(=N\Nc1ccccc1)c1c(O)n(-c2ccccc2)c(=O)[nH]c1=O	?	2%	?	1.1%	-4%
Cc1ccc(-c2ccc(CCC(=O)O)n2Cc2ccco2)cc1	-1%	21%	39%	0.8%	-3%
COc1ccc(OC)c(NC(=O)c2cc3oc4ccccc4c3cc2O)c1	-3%	21%	-10%	0.7%	-2%
Cc1c(NC(=O)CN2CCCC(C)C2)ccc2nsnc12 (configuration not stated)	1%	-12%	20%	i	3%
COc1ccc(NC(=O)CN2C(=O)S/C(=C/c3cccn3-c3ccc(C(=O)O)cc3)C2=O)cc1	-18%	8%	2%	0.2%	-3%
O=C(NCC1CC1)C1(C(F)(F)F)CC(CCc2ccccc2)CCCO1 (configuration not stated)	2%	-4%	-4%	2.7%	-6%
COCCn1nnnc1CN(CCc1ccccc1)Cc1cc2cc(OC)ccc2[nH]c1=O	-6%	22%	43%	2.3%	-11%
CC(C)C(=O)NCCc1nc(-c2ccccc2Cl)no1	-4%	-15%	9%	2.6%	9%
Cc1ccc(-n2c(N)c(C(=O)N3CCN(C)CC3)sc2=S)cc1	-14%	-2%	10%	2.7%	-11%

Among those listed so far, these contain a furan ring, fused or not.
SMILES	H37Rv inhibition	influenza NS1A	tuberculosis growth	VEEV TC-83 Vero	PhoP GFP inhibition	others
O=C(NCC(=O)N1CCN(S(=O)(=O)c2ccccc2)CC1)c1ccc(Br)o1	-7%	-9%	-15%	1.8%	6%
O=C(Cn1cc(C(=O)c2ccco2)c2ccccc21)NC1CC1	-9%	-12%	-3%	1.6%	5%
CCCCOC(=O)c1c(C)oc2ccc(NS(=O)(=O)c3ccc4c5c(cccc35)C(=O)N4)cc12	79µM*	29%	70%	i	-5%
Cc1ccc(-c2ccc(CCC(=O)O)n2Cc2ccco2)cc1	-1%	21%	39%	0.8%	-3%
COc1ccc(OC)c(NC(=O)c2cc3oc4ccccc4c3cc2O)c1	-3%	21%	-10%	0.7%	-2%

High-throughput results (PubChem BioAssay)
